RBX1-CUL1 inh: human ROC1-CUL1 E3 ligase inhibition; P62877+Q13616; in vitro K48 di-Ub FRET, acceptor:donor ratio, 45 min; inhibition, % at 10 µM; 140,000 tested, 0.6% active; AID 1347404; in the data active means inhibition above about 25%
Target sequence (P62877 whole entry, looked up): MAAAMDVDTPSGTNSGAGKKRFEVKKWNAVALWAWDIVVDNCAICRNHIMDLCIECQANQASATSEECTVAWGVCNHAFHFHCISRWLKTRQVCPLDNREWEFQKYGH
Target sequence (Q13616 whole entry, looked up): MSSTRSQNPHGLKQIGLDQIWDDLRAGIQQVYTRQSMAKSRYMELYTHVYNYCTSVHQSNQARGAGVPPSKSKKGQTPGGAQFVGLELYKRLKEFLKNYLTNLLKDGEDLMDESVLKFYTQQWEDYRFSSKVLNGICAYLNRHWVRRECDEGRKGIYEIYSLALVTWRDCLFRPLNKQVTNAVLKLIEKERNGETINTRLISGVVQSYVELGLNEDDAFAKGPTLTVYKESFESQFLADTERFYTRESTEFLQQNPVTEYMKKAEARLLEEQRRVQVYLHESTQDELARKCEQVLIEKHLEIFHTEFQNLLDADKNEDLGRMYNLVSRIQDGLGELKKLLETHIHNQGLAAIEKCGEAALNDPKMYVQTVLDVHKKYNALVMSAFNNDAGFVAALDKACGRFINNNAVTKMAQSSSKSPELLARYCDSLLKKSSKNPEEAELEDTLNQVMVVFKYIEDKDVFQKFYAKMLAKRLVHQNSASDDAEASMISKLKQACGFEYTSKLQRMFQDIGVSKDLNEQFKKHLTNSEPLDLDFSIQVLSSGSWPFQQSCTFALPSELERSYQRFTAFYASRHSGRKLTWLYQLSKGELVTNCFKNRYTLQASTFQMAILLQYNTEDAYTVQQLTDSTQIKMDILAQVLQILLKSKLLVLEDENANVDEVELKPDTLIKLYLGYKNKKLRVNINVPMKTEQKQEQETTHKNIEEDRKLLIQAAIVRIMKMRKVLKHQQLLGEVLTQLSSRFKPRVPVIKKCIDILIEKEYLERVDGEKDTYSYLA
* = called active by the depositor; & = joins results of further samples. Only part of the results is shown (hit frequency here may not be typical).

SMILES | RBX1-CUL1 inh
Cc1nnc(CN(C)C(=O)CC(c2ccccc2)c2ccccc2C)o1 (stereo unspecified) | -8
CC1CCc2c(sc(NC(=O)c3cc(-c4ccc(F)cc4)on3)c2C(N)=O)C1 (stereo unspecified) | -1
CN(c1cccc(NS(=O)(=O)c2ccc(Br)cc2)c1)S(C)(=O)=O | -4
CCOC(=O)c1c(-c2ccc(F)cc2)csc1-n1c(C)ccc1C | 5
COc1ccc(/C=N/N2CCN(c3ccncc3S(=O)(=O)N3CCCCC3)CC2)cc1 | 4
COc1ccc(C2c3c(n[nH]c3-c3ccc(Cl)c(Cl)c3)OC(=N)C2C#N)c(OC)c1 (stereo unspecified) | 3
CCOc1cc(C2c3c(n[nH]c3C)OC(=N)C2C#N)ccc1OCC(=O)OC (stereo unspecified) | -12
Cc1c(C(=O)Nc2cccc(F)c2)nnn1-c1ccc(C(C)C)cc1 | -5
COc1cc(-c2ccc(NC(=O)C34CCC(C)(C(=O)O3)C4(C)C)c(OC)c2)ccc1NC(=O)C12CCC(C)(C(=O)O1)C2(C)C | 2
Cc1ccccc1OCCSc1nnc(-c2cccs2)o1 | -6
Cc1cc(C)cc(OCC(=O)NCC(c2ccc(Cl)cc2)N2CCCCC2)c1 (stereo unspecified) | 8
CCc1ccc2oc(C(=O)Nc3ccccc3C(=O)OC)cc(=O)c2c1 | -6
COc1ccccc1/C=C/C(=O)Nc1nc2n(n1)C(c1ccc(F)cc1)CC(c1ccccc1)=N2 (stereo unspecified) | -4
Cc1ccccc1NS(=O)(=O)c1ccc(-n2cnnn2)cc1 | 2
Cn1c(Cc2ccccc2)nnc1SCc1ccc(C(=O)O)cc1 | 1
CC(=O)NC1(c2nnnn2C2CCCCC2)CCCCC1 | 2
COc1ccc(NC(=O)c2cccc(NC(=O)CCC(=O)O)c2)c(OC)c1 | -1
CCOC(=O)c1ccc(CNC2CCN(c3ccc(C(=O)N[C@H]4CCCCNC4=O)cc3)CC2)o1 | 13
COc1cccc(NC(=O)Cn2c(=O)n(-c3ccccc3)c(=O)c3c2c2cc(OC)ccc2n3C)c1 | -6
COc1cccc(-n2ccnc2SCC(=O)Nc2ccc(Cl)c(Cl)c2)c1 | 0
COc1ccc(CC(=O)c2ccc(OC)c(OC)c2)cc1 | -4
COc1ccc(NC(=S)N2CCC(Cc3ccccc3)CC2)c(OC)c1 | -5
CN(C)c1ccc(/C=C2\CCCC3C2=NN(C(=O)CCC(=O)O)C3c2ccc(N(C)C)cc2)cc1 (stereo unspecified) | 6
O=C(OCC(=O)c1ccc(Cl)cc1Cl)c1cnccn1 | -7
COC12C=CC(CC1)c1c(OC(C)=O)ccc(OC(C)=O)c12 (stereo unspecified) | 2

(more compounds)
SMILES | RBX1-CUL1 inh
O=C(CSc1ncc(-c2ccccc2)[nH]1)Nc1ccc(Br)cc1 | -6
CCOc1ccc(CCNS(=O)(=O)c2c(C)nc3scc(C)n3c2=O)cc1OCC | -3
CC(C)CCNC(=O)CCCN1C(=O)c2ccccc2Sc2ncccc21 | -1
O=C(CSc1ncnc2nc[nH]c12)Nc1nnc(SCc2cccc(Br)c2)s1 | -12
CCOc1ccc(N=C2S/C(=C\c3ccc(OCC(=O)O)c(Cl)c3)C(=O)N2CC)cc1 | 0
CCOC(=O)Cc1c(C)nc2c(-c3ccc(OC)c(OC)c3)c(C)nn2c1C | 10
Cc1ccc(/C=N/N2C(=O)/C(=C\c3ccc(C)cc3)SC2=Nc2c(C)n(C)n(-c3ccccc3)c2=O)cc1 | -3
Cc1cc(C(=O)N2CCCC(CCc3ccc(F)c(F)c3)C2)nc(C)n1 (stereo unspecified) | 5
COc1ccc(CNS(=O)(=O)c2ccc(Cl)c(Cl)c2OC)cc1 | 6
CC(C)NCc1ccc(OCC(=O)NC(C)(C)C)cc1 | -2
COc1cc(-c2nn[nH]n2)cc(Cl)c1O | 2
CC1=C(C(=O)OCC2CCCO2)C(c2c(F)cccc2Cl)CC(=O)N1 (stereo unspecified) | -5
CN1C(=O)C2(c3ccccc31)N(c1ccc(F)c(Cl)c1)C(=O)CS2(=O)=O (stereo unspecified) | 1
O=C1c2ccccc2C(=O)c2c1c(C(=O)OCc1ccccc1)c1ccccn21 | 11
C=CCC(O)(CC=C)CNC1CCN(c2ccc(C(=O)NCc3ccccc3F)cc2)CC1 | 7
CCC(C(=O)NC1CCCCC1)c1ccccc1 (stereo unspecified) | -6
CCn1cc(CNC(=O)c2ccc(Cl)c(Cl)c2)c(C)n1 | -4
Cc1ccc(C2=C(Cl)S(=O)c3cc(C)ccc32)cc1 (stereo unspecified) | -7
O=C(CCCn1cncn1)N1CCOC(Cc2ccccc2)C1 (stereo unspecified) | 8
Cc1ccc(S(=O)(=O)C(CNC(=O)c2c(F)cccc2F)c2ccco2)cc1 (stereo unspecified) | 6
Cc1ccc(CN(C(=O)Nc2ccc(Cl)cc2)c2nnc3n2CCCCC3)cc1 | -11
Cc1ccc(-c2csc(NC(=O)/C=C/c3ccco3)c2C(=O)O)cc1 | -14
CCc1nnc(SCC(=O)N2CCCC(Nc3ccc(OC)cc3)C2)o1 (stereo unspecified) | -6
CCc1cnc(N2CCC(C3CCN(Cc4cccnc4)CC3)C2)nc1 (stereo unspecified) | -1
NC(=O)c1c[nH]c2ccccc2c1=O | 2

Next part (two carried over from the part before).
SMILES | RBX1-CUL1 inh
CCc1cnc(N2CCC(C3CCN(Cc4cccnc4)CC3)C2)nc1 (stereo unspecified) | -1
NC(=O)c1c[nH]c2ccccc2c1=O | 2
FC(F)(F)c1c(-c2nnnn2-c2ccccc2)cnn1-c1ccc(Cl)cc1Cl | 0
CCOCc1c(O)cc2c(c1OC)C(=O)c1ccccc1C2=O | -4
CCCOc1ccc(C2c3c(oc4ccccc4c3=O)C(=O)N2c2nnc(C(C)C)s2)cc1 (stereo unspecified) | 9
CC(=O)Nc1cccc2c1C(=O)OC2 | 1
C#CCN(Cc1c(C(=O)N2CCCC2)nc2ccccn12)C1CCCCC1 | -4
CCc1cc(CNC(=O)CC2C(=O)NCCN2C/C=C/c2ccccc2OC)on1 (stereo unspecified) | 5
CCOc1ccccc1-c1nc(CN(C)C2CCOC2)c(C)o1 (stereo unspecified) | 4
O=C1C2C3C=CC(C3)C2C(=O)N1c1ccc(Oc2ccc(Br)cc2)cc1 (stereo unspecified) | 0
CC(C)c1ccccc1OCCCCCN1CCOCC1 | -5
CC(=O)N(CCN1CCCCC1)CC1CCCN(C2CCCC2)C1 (stereo unspecified) | 0
CCOc1ccccc1NC(=O)N1CC(C)Oc2ccc(Cl)cc21 (stereo unspecified) | 10
Cc1cccc(C)c1OCC(=O)NCC1(N(C)C)CCCCC1 | -1
CCOC(=O)c1n[nH]c2c1C(C)CCC2C(C)C (stereo unspecified) | -3
CC1CCc2sc(C(=O)N3CCOCC3)cc2C1 (stereo unspecified) | -5
O=C1N=c2ccccc2=C1c1sc(=O)[nH]c1O | -1
Cc1cccc(CS(=O)(=O)Nc2ccccc2F)c1 | -3
CCOc1cc(C)c(S(=O)(=O)NC(C)C)cc1C | -4
CS(=O)(=O)Nc1cccc(-c2cn3cccnc3n2)c1 | -4
Cc1ccc2nc(/C(C#N)=C/c3ccc(-c4cccc(Cl)c4Cl)o3)[nH]c2c1 | -6
COC(=O)[C@@H]1C[C@H](C(=O)NCCc2nccs2)[C@H](c2cccc(F)c2F)N1C | -9
CCOc1ccc(CNC(=O)c2ccc3c(c2)c(C)c(C)n3Cc2ccc(Cl)cc2)cc1 | 0
O=C(Cn1ncc(N2CCOCC2)cc1=O)c1cccc(F)c1 | 13
CCOC(=O)c1sc(Cl)c(Cl)c1Cl | 8
Cc1cccc(C(=O)OCc2c(COC(=O)c3cccc(C)c3)[n+](=O)c3ccccc3n2[O-])c1 | 1
COc1cc(NC(=O)CC2C(=O)N(c3cccc(C)c3)C(=O)N2Cc2cccs2)cc(OC)c1 (stereo unspecified) | -4

New compounds follow.
SMILES | RBX1-CUL1 inh
O=c1c2c3c(sc2nc(SCc2ccc(Cl)c(Cl)c2)n1-c1ccccc1)CCCC3 | -5
c1cncc(CN2CCC(C3CCN(Cc4ccco4)C3)CC2)c1 (stereo unspecified) | 3
Cc1ccc(C2C(C)C(N3CCN(c4ccccc4)CC3)NS2(=O)=O)cc1 (stereo unspecified) | 3
S=C(N=C(Nc1ccccc1)SCc1ccccc1)Nc1ccccc1 | -2
COC(=O)c1ccccc1NC(=O)Cn1c(=O)n(-c2ccc(Cl)cc2)c(=O)c2c(C)c(C)sc21 | 0
C=CCc1ccc(OCC(O)CN2CCN(Cc3ccc(Cl)cc3)CC2)c(OC)c1 (stereo unspecified) | 9
Cc1nc(SCc2nc3ccccc3[nH]2)c2ccccc2n1 | 4
COc1cc(OC)c(OC)cc1CN1CCOc2ccc(C(O)CCc3ccccc3)cc2C1 (stereo unspecified) | 13
CCOC(=O)Nc1ccsc1C(=O)OC | -21
Cc1nc(-c2ccc(C)c(N3CCN(C(=O)Nc4cccc(Cl)c4C)CC3)c2)no1 | -7
Cc1ccc(C(=O)c2sc(Nc3ccccc3)c(C#N)c2N)cc1 | -2
CC(C)OC(=O)C(C)Oc1ccc2c(=O)c(Oc3ccc(-c4ccccc4)cc3)coc2c1 (stereo unspecified) | 7
Cc1c(C(c2ccc(-c3ccc(Cl)cc3Cl)o2)c2c(C)n(C)n(-c3ccccc3)c2=O)c(=O)n(-c2ccccc2)n1C | -5
CCc1cccc(NC(=O)c2cc3c(=O)oc4ccc(C)cc4c3s2)c1 | 4
CC(CN1CCN(C)CC1)OC(=O)c1cccc(F)c1 (stereo unspecified) | -6
Cc1c(-c2nn3c(-c4ccc(F)cc4)nnc3s2)cnn1-c1ccccc1 | 6
CC(C)c1ccc(C(=O)CC2(O)C(=O)N(Cc3ccc(Cl)cc3)c3ccccc32)cc1 (stereo unspecified) | -7
Cc1cc(Br)c(S(=O)(=O)N2CCCCCC2)cc1C | -4
CCOC(=O)N1CCC(NC2CCN(c3ccc(NC(=O)c4ccccc4F)cc3)CC2)CC1 | 2
O=[N+]([O-])c1ccc(C(Nc2cccc(C(F)(F)F)c2)c2ccc3cccnc3c2O)cc1 (stereo unspecified) | 5
CCOC(=O)c1c(C)oc2ncnc(Nc3ccc(OC)c(OC)c3)c12 | 7
CON=c1c2ccccc2sc2ccccc12 | 18
COCCn1cc(C(=O)NCC2(c3ccccc3)CCCC2)c(=O)c(C(=O)N2C[C@@H](C)O[C@@H](C)C2)c1 | 7
CCOC(=O)c1ccc(NC(=O)COc2ccc3c(C)c(C)c(=O)oc3c2C)cc1 | -2
CCOc1ccc(NC(=O)C2C(C)=NC(=O)NC2c2ccccc2Br)cc1 (stereo unspecified) | 3

Among those listed so far, seven contain a furan ring, fused or not.
SMILES | RBX1-CUL1 inh
CCOC(=O)c1ccc(CNC2CCN(c3ccc(C(=O)N[C@H]4CCCCNC4=O)cc3)CC2)o1 | 13
Cc1ccc(S(=O)(=O)C(CNC(=O)c2c(F)cccc2F)c2ccco2)cc1 (stereo unspecified) | 6
Cc1ccc(-c2csc(NC(=O)/C=C/c3ccco3)c2C(=O)O)cc1 | -14
Cc1ccc2nc(/C(C#N)=C/c3ccc(-c4cccc(Cl)c4Cl)o3)[nH]c2c1 | -6
c1cncc(CN2CCC(C3CCN(Cc4ccco4)C3)CC2)c1 (stereo unspecified) | 3
Cc1c(C(c2ccc(-c3ccc(Cl)cc3Cl)o2)c2c(C)n(C)n(-c3ccccc3)c2=O)c(=O)n(-c2ccccc2)n1C | -5
CCOC(=O)c1c(C)oc2ncnc(Nc3ccc(OC)c(OC)c3)c12 | 7

The listing picks up with the 4 entries that preceded the break.
SMILES | RBX1-CUL1 inh
CON=c1c2ccccc2sc2ccccc12 | 18
COCCn1cc(C(=O)NCC2(c3ccccc3)CCCC2)c(=O)c(C(=O)N2C[C@@H](C)O[C@@H](C)C2)c1 | 7
CCOC(=O)c1ccc(NC(=O)COc2ccc3c(C)c(C)c(=O)oc3c2C)cc1 | -2
CCOc1ccc(NC(=O)C2C(C)=NC(=O)NC2c2ccccc2Br)cc1 (stereo unspecified) | 3
COc1ccc(N(C(=O)c2cccc(C)c2)S(=O)(=O)c2ccc3c(c2)n(C)c(=O)n3C)cc1 | -7
CC(C)S(=O)(=O)c1ncc(CN(C)Cc2nccs2)n1Cc1ccccc1F | 13
O=c1[nH]c(=O)c2c(-c3ccc(Cl)cc3)ccnc2[nH]1 | 5
Cc1ccccc1NC(=O)CSc1nc2c(oc3ccccc32)c(=O)n1Cc1ccco1 | 6
Cc1cn2c(C(=O)N3CCCC(CNS(=O)(=O)Cc4ccccc4)C3)csc2n1 (stereo unspecified) | -1
Cc1cccc(C2c3c(nc(SCc4ccccc4F)[nH]c3=O)N=C3CC(C)(C)CC(=O)C32)c1 (stereo unspecified) | 6
CCOC(=O)CSc1nc2ccc(NC(=O)c3ccc(Cl)cc3)cc2s1 | -2
CN(C)/C=C/c1c(C#N)c(=O)ncn1Cc1ccccc1 | -7
O=C(Nc1cccc(-n2cccn2)c1)C1CCCN1Cc1ccsc1 (stereo unspecified) | 6
CC(C)CCOc1ccc(C(=O)NCC2OCCc3ccccc32)cc1 (stereo unspecified) | 5
O=C(N/N=C/c1ccco1)C1CC1(c1ccccc1)c1ccccc1 (stereo unspecified) | -12
COc1ccccc1NC(=O)c1ccc(Cn2nnc3ccccc32)cc1 | -3
CCCCCCSc1nnc2c(n1)OC(c1ccc(Cl)cc1Cl)Nc1ccccc1-2 (stereo unspecified) | -10
O=C(COc1ccc(Cl)cc1)Nc1ccccc1OCc1cc(=O)n2ccccc2n1 | 2
Cc1cc(C)cc(NC(=O)C(=O)NCCCN2CCOCC2)c1 | 6
CC(=O)OCc1nn(C(C)=O)c2ccccc12 | -13
COc1ccc(NC(=O)CN(Cc2ccccc2)S(C)(=O)=O)cc1OC | 2
Cc1cc(S(=O)(=O)Nc2ccc(Cl)cn2)c(C)cc1Br | 4
COc1ccccc1N1CCN(C(=O)CSc2nc(C)cc(=O)[nH]2)CC1 | -5
Cc1cc(F)ccc1NC(=O)C1CCN(S(=O)(=O)c2ccc3c(c2)CCCC(=O)N3)CC1 | 7
CCS(=O)(=O)Nc1cc(C(=O)N(C)C(C)c2nccs2)c2c(c1)nc(-c1ccccc1)n2C (stereo unspecified) | 4
CCCC(=O)N(c1ccc2oc(C)c(C(C)=O)c2c1)S(=O)(=O)c1ccc(C)cc1 | 0&7
CCCCN1CC(C(=O)Nc2cccc(OC)c2)CC1=O (stereo unspecified) | -4
